Screening results (PubChem BioAssay)
sdo1 growth: growth rescue of sdo1-depleted yeast, primary screen, S. cerevisiae, bone marrow failure model; S. cerevisiae sdo1-depleted JHY4D growth rescue, OD600 30 h; hits give high values; pdr5 snq2 efflux-pump mutant strain; AID 817, 2007; z-score at 10 µM; 140,000 tested, 0.21% active;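 active = z-score above 3 at both the 24 hr and the 30 hr optical density reads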;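 also: z-score against mean and SD of all compound wells on the same plate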
Insulin prom inh: inhibitors of insulin promoter-driven GFP, primary screen, imaging, TRM-6 cells (human fetal islet line), eGFP reporter, cell count | reporter expression induced with tamoxifen | inhibition, % at 2 µM | 130,000 tested, 0.9% active | AID 1273, 2008;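 active = inhibition above the mean plus 3 SD, with well images judged a real hit on visual review, cut at about 60% in these data, passing the limit was not always enough; inconclusive = inhibition over the cutoff but images rejected on review; inactive = inhibition not above the cutoff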
sdo1 growth Rescue 24 h: recorded beside sdo1 growth, whose call it bears; z-score; S. cerevisiae sdo1-depleted JHY4D growth rescue, OD600; measured here: growth rescue at 24 h;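 0 is the plate mean of compound wells and units are plate SD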
Numbers without * were called inactive; ? = inconclusive; nt = no result given; [ ] = dose if it differs, or a comment. Not all compounds are listed; rates above refer to the full screens.

canonical_smiles	sdo1 growth	sdo1 growth Rescue 24 h	Insulin prom inh
CCc1cccc(C)c1NC(=S)NCC(c1cccnc1)N(C)C (stereo unspecified)	nt	nt	13.3
CSc1ccc(S(=O)(=O)NCc2ccc(Cl)cc2Cl)cc1	-1.94	-1.31	48.3
Cc1ccc(CCN2CC(C(=O)N3CCN(c4ccc(F)cc4)CC3)CC2=O)cc1 (stereo unspecified)	-0.72	-0.91	2.8
COc1ccc(OC)c(C2CC(=O)c3c([nH]c(C(=O)OC(C)C)c3C)C2)c1 (stereo unspecified)	-2.09	-1.33	nt
CCCOC(=O)C1=C(C)NC2=C(C(=O)C(C(=O)OC)C(C)C2)C1c1ccc(N(CC)CC)cc1 (stereo unspecified)	0.32	0.12	36.8
CCn1c(C2CC(=O)N(c3cc(C)cc(C)c3)C2)nc2ccccc21 (stereo unspecified)	-1.08	-1.27	?
Cc1ccc(O)c(N=Cc2sc3ccccc3c2Cl)c1	0.53	0.28	31.0
COc1ccc(OCCSCc2nnc(NC(=O)Nc3ccc(Cl)cc3)s2)cc1	-0.5	-0.51	-46.9
CN(C)C(=O)/C(C#N)=C\c1cc(Br)c(Sc2ccc(Cl)cc2)o1	-1.5	-0.65	-30.0
Fc1ccc(Cn2nnnc2C(c2ccc(Cl)cc2)N2CCSCC2)cc1 (stereo unspecified)	-1.83	-1.57	-21.1
Cc1cc(C)c(C#N)c(SCC(=O)c2ccc(Cl)cc2Cl)n1	-0.89	-0.02	68.6
Cc1c(C(=O)NCc2ccc(F)cc2)c(-c2ccccc2)nn1-c1ccccc1	-1.42	-1.05	13.3
CC(C)CCNC(=O)CSc1nc2ccsc2c(=O)n1NC(=O)c1ccccc1	0.03	-0.32	10.5
O=C(COC(=O)c1cccs1)Nc1ccccc1	-0.49	0	nt
O=C(Nc1ccc(Cl)cc1)/C(=C/c1cccc(O)c1)c1nc2ccccc2s1	-2.12	-1.41	-2.6
COCCNCCCCOc1ccc(Br)cc1C	0.68	1.65	-26.3
N#CC1=C(N)Oc2cc(O)ccc2C1c1cccs1 (stereo unspecified)	0.65	0.09	-24.2
O=C(Nc1ncc2c(n1)CC(c1ccccc1)CC2=O)c1ccco1 (stereo unspecified)	-1.43	-1.18	nt
CCCC(O)(CCC)C(=O)NNc1ccccc1	0.06	-0.66	-14.3
CN(C)CCNC(=O)CCCNC(=O)Cn1cnc2sc3c(c2c1=O)CCCC3	-0.34	-0.45	6.2
C=C1c2cc(CC)ccc2NC(=O)N1c1ccc(C)cc1	-0.25	-0.83	nt
COc1ccc(S(=O)(=O)n2nc(OC(=O)c3c(-c4ccccc4Cl)noc3C)cc2N)cc1	-0.89	-1.15	64.3
C/C(CC(=O)Nc1ccccn1)=N\NC(=O)c1ccc2ccccc2c1	0.53	0.48	13.5
CCCCNC(=O)/C(C#N)=C/c1cccnc1	-0.64	0.03	0.0
O=C(/C=C/c1ccc(Br)cc1)NC(=S)NNC(=O)c1ccco1	-1.21	-0.84	22.2

Among those listed so far, these contain a cyano group:
canonical_smiles	sdo1 growth	sdo1 growth Rescue 24 h	Insulin prom inh
CN(C)C(=O)/C(C#N)=C\c1cc(Br)c(Sc2ccc(Cl)cc2)o1	-1.5	-0.65	-30.0
Cc1cc(C)c(C#N)c(SCC(=O)c2ccc(Cl)cc2Cl)n1	-0.89	-0.02	68.6
N#CC1=C(N)Oc2cc(O)ccc2C1c1cccs1 (stereo unspecified)	0.65	0.09	-24.2
CCCCNC(=O)/C(C#N)=C/c1cccnc1	-0.64	0.03	0.0

Continued:
canonical_smiles	sdo1 growth	sdo1 growth Rescue 24 h	Insulin prom inh
COC(=O)C1=C(C(=O)c2ccc(C)cc2)C(c2ccccc2)n2nnnc2N1 (stereo unspecified)	0.95	0.57	-5.7
CCOc1ccc(NC(=S)NC(=O)/C=C/c2ccc(OC)cc2)c([N+](=O)[O-])c1	-0.89	-0.63	-8.8
CN=c1oc2ccc(Cl)cc2cc1C(N)=O	-0.01	-0.05	-64.3
Cc1cc(C)cc(NC(=S)NCc2ccncc2)c1	nt	nt	-10.5
Cc1cc(N=CC2=C(O)CCCC2=O)no1	-0.04	0.21	6.2
COc1ccc2c(c1)c1nnc(SC)nc1n2C	-2.77	-2.35	nt
Cc1cc(C)n(CC(O)CN2c3ccccc3Sc3ccccc32)n1 (stereo unspecified)	-0.66	-0.24	-209.1
O=C(c1ccco1)N1CCN(c2ccc(S(=O)(=O)N3CCCC3)cc2)CC1	0.59	0.36	nt
COc1ccccc1-c1noc(-c2ccncc2)n1	-0.66	-0.62	10.5
c1ccc2c(c1)CC1(CCCC1)n1nnnc1-2	1.09	1.11	nt
CCN1CCCC(OC(=O)c2cc(-c3ccccc3Cl)nc3ccccc23)C1 (stereo unspecified)	nt	nt	6.2
Cc1ccc(Sc2ncccc2COC(=O)Nc2ccccc2)cc1	-1.28	-1.63	0.0
O=C(c1ccccc1)N1CCN(C(=O)N2CCCCC2)CC1	1.07	0.73	nt
CC1(C)Cc2cccc(OCC(N)=O)c2O1	-0.75	-1.84	8.8
Cc1ccc(S(=O)(=O)NCC(=O)OCC(=O)Nc2ncc(Cl)cc2Cl)cc1	1.19	0.67	-7.9
Cc1ccccc1OCCCn1c(=O)sc2ccccc21	-0.39	0.06	-64.1
Cc1cc(O)cc(O)c1C(=O)Cc1ccccc1	-0.71	-0.44	-71.4
CCOC(=O)c1cc2sccc2n1CC(=O)Nc1ccc(OC)c(OC)c1	-0.89	-0.04	nt
Cc1ccc(NC(=O)C2CCN(S(C)(=O)=O)CC2)cc1C	0.54	0.51	51.4
CN(CCNS(=O)(=O)c1ccc2c(c1)oc(=O)n2C)Cc1ccccc1	-0.29	-0.72	57.1
c1nc(NC2CCCC2)c2[nH]cnc2n1	1.06	1.96	50.0
CCOc1ccc(Br)cc1S(=O)(=O)Nc1ccc(C(=O)Nc2ccccc2OC)cc1	-0.62	0.2	-10.0
CCOc1ccc2cc(C#N)c(SCC(=O)N3CCOCC3)nc2c1	-0.11	-0.7	-5.3
CCCn1c(SCC(=O)NCc2ccco2)nc2c1c(=O)n(C)c(=O)n2C	0.82	0.23	23.7
Cc1c(NC(=O)C(C)OC(=O)c2cccs2)c(=O)n(-c2ccccc2)n1C (stereo unspecified)	1.18	0.6	-23.3
Cc1sc(NC(=O)C2CCCC2)c(C#N)c1C	-0.17	1.49	13.3
Cn1nnnc1SCC(=O)Nc1ccccc1C(=O)NCc1ccccc1	-0.06	-0.73	-50.0
Cc1cccc(N2CCN(C(=O)Cn3cccc3C(=O)c3ccccc3)CC2)c1C	-1.05	-0.82	-21.1
CCN(CC)CCCn1c(C)cc2c(c1=O)C(c1ccc(OC)c(OC)c1OC)C(C#N)=C(N)O2 (stereo unspecified)	1.22[6.7 µM]	1.07	nt
CN(C)CCNC(=O)CNC(=S)N(Cc1ccccc1)Cc1cccnc1	1.22	1.35	57.1
O=C(Nc1ccccc1)c1ccc(-c2ccccc2Cl)o1	-0.62	0.06	52.4
CCC1CCCCN1C(=O)CSc1nnc(-c2cccc(Cl)c2)o1 (stereo unspecified)	-0.73	-0.25	10.0
Cn1c(=O)c2c(nc(N3CCN(Cc4ccccc4)CC3)n2CCCc2ccccc2)n(C)c1=O	-1.01	-0.73	-61.5
Cc1cc(C)n(-c2nnc(C)n2NS(C)(=O)=O)n1	0.47	0.5	-38.5
COc1ccc(C(C)=O)cc1CSc1nnc(-c2ccc(Cl)cc2)n1-c1ccccc1	-1.54	-0.71	-23.1
COc1cccc(CNc2cccc3cccnc23)c1O	-0.91	-0.92	19.1
O=C(c1cccn2c(=O)c3cc(Cl)ccc3nc12)N1CCN(Cc2ccc3c(c2)OCO3)CC1	-1.3	-1.59	9.1
COc1ccccc1N1CCN(C(=O)CCn2c(=O)[nH]c3ccsc3c2=O)CC1	1.97	-0.07	-29.0
CCOC(OCC)P(=O)(C(C)C)C(C)C	1.72	1.51	-11.7
CC1CCN(C(=O)CSc2nnc(-c3ccncc3)n2C)CC1	0.95	-0.38	-48.3
C/C(N)=C(/C#N)C(=O)CSc1nnc(Cc2ccccc2F)n1N	0.77	0.6	57.1
O=C(CCN1C(=O)c2ccccc2C1=O)C1=NN[C@@H]2C(=O)N(c3cccc(F)c3)C(=O)[C@H]12	0.57	0.77	25.7
COc1ccc(C)cc1S(=O)(=O)N1CCC(C(=O)NCCc2ccccc2)CC1	-0.02	-1.12	23.5
O=C(c1cccnc1)N1CCN(c2ccc([N+](=O)[O-])cc2Cl)CC1	0.98	0.16	nt
CCc1nc2c(oc3ccccc32)c(=O)[nH]1	-0.28	-0.12	42.1
COC(=O)c1[nH]c2cc(C)ccc2c1NC(=O)CN1CCCc2ccccc21	-2.07	-0.85	-190.9
O=C(c1c(Cl)cccc1Cl)N1CCCCCC1	0.4	-0.14	nt
Cc1ccc(NCC(=O)N/N=C/c2cc3ccccc3nc2Cl)cc1	-1.37	-1.12	nt
CC(C)C(=O)Nc1ccc(C(=O)Nc2nnc(C(C)(C)C)s2)cc1	nt	nt	15.0
Cc1cccc(OCCCCCn2ccnc2)c1C	-0.46	-0.29	-54.5

(more compounds)
canonical_smiles	sdo1 growth	sdo1 growth Rescue 24 h	Insulin prom inh
CS(=O)(=O)N(CC(=O)NCc1ccncc1)c1ccc(Cl)c(Cl)c1	1.11	0.67	14.3
Cn1c2ccccc2c2nnc(SC3CCOC3=O)nc21 (stereo unspecified)	1.01	1.5	nt
Cc1ccc(S(=O)(=O)N2CCC(=O)N(C(COCc3ccc(Cl)cc3)C(C)C)CC2)cc1 (stereo unspecified)	-0.56	-0.06	-57.1
COc1ccc(-c2cc(C(F)(F)F)n3nc(C(=O)N4CCCCC4)cc3n2)cc1OC	-0.51	-0.56	43.2
Cc1nc(NC(=O)c2ccc(Br)o2)sc1C	1.21	1.25	-10.0
CC(C)NC(=O)c1noc2cc([N+](=O)[O-])ccc12	1.21	1.23	-23.3
CCCS(=O)(=O)N1CCC(C(=O)N2CCOCC2)CC1	0.28	-0.23	nt
COc1ccc(OCCn2cncn2)cc1	0.17	-0.56	-4.3
Cc1ccc2nc(-c3ccc(NC(=O)CN(c4ccccc4C)S(C)(=O)=O)cc3)sc2c1	-1.11	0.38	nt
Nc1nnnn1/N=C\c1ccc(Cl)c([N+](=O)[O-])c1	-0.45	-1.01	25.0
Cc1oc2ccc(O)c(CN3CCOCC3)c2c1C(=O)c1ccc(Cl)cc1	-1.63	-0.52	nt
CCCc1cc(-c2nc(N)ncc2-c2ccc3c(c2)OCCCO3)c(O)cc1OC	0.15	1.68	16.7
Cc1ccccc1Cn1cc(NC(=O)c2cc3nc(-c4ccco4)cc(C(F)(F)F)n3n2)cn1	-0.92	-0.73	nt
CCOc1cc(C(=O)OCC(=O)Nc2c(C)cccc2C)ccc1OCC(=O)N1CCOCC1	0.57	0.27	26.7
COc1ccc(NS(=O)(=O)c2cc(NC(=O)/C=C/c3ccccc3OC)ccc2N2CCCCC2)cc1	-0.05	-0.4	23.1
O=C(CSc1nnc(-c2cccs2)o1)NCC1CN(Cc2ccccc2)CCO1 (stereo unspecified)	0.88	2	-75.7
COC(=O)c1c(NC(=O)C(C)(C)C)sc2c1C(C(=O)OC)CC2 (stereo unspecified)	0.3	-0.03	30.6
COc1cc(C(=O)NCCN2CCOCC2)cc(OC)c1OC	-0.54	-1.28	41.9
CCCc1cc(=O)[nH]c(SCC(N)=O)n1	1.2	1.59	nt
CCc1ccc(NC(=O)C2C3C=CC(C4CC34)C2C(=O)O)cc1 (stereo unspecified)	1.04	1.11	-16.7
C=CCn1c(SCC(=O)c2ccc(OC)cc2)nnc1-c1cc2cccc(OC)c2o1	-1.15	0.07	4.5
CC(=O)c1ccc(N/N=C(/C(N)=O)C2=NC(C)(C)Cc3ccccc32)cc1	-1.56	-0.73	-7.7
COc1cccc(NC(=O)CSCc2n[nH]c(=O)[nH]2)c1	0.01	-1.65	22.7
Cc1cccc(CN2CCC(CNC(=O)CCNC(=O)Cn3ccc4ccccc4c3=O)CC2)c1	0.88	0.17	nt
CCN(CC)S(=O)(=O)c1cccc(C(=O)OCC(=O)N2CC(=O)Nc3ccccc32)c1	0.78	-0.09	3.0
COc1ccc(NS(=O)(=O)c2cc(NC(=O)c3ccco3)ccc2N2CCCC2)cc1	-1.42	-2.39	nt
Cc1cccc2cc(C#N)c(NCCNC(=O)NC3CCCCC3)nc12	0.37	1.77	-13.9
COc1ccc(-n2nnnc2SCC(=O)Nc2nnc(C)s2)cc1	0.31	0.62	-51.4
CCCCN(C)C(=O)CCC(=O)Nc1ccc2nc(N3CCOCC3)cc(C)c2c1	1.94	1.99	nt
CC(C)[C@H](NC(=O)NCc1cccs1)C(=O)O	0.08	-0.75	nt
CCC(C)NC(=O)CS(=O)Cc1nc(-c2ccccc2C)oc1C (stereo unspecified)	0	-0.01	nt
COC(=O)CSc1c(-c2ccccc2)c2cc(Cl)ccc2[nH]c1=O	-0.98	-1.1	0.0
Cc1ccccc1OCc1nnc(SCC(=O)Nc2ccc3nc(SCC(=O)Nc4ccccc4)sc3c2)n1C	0.09	2.17	-33.3
